EPAC1 agonist: agonists of human EPAC1; O95398; EPAC1 agonist qHTS, biochemical assay; response scale: 100% = response to 6.5 mM cAMP; Potency, µM (doses to about 154 µM), inactives show top-dose activation, usual class: activators; 0.073% of 360,000 active; AID 720707; further: potency means the concentration at half of the fitted maximal effect; nearly all actives have a fitted effect of over 60% in size
Target sequence (O95398 whole entry, looked up): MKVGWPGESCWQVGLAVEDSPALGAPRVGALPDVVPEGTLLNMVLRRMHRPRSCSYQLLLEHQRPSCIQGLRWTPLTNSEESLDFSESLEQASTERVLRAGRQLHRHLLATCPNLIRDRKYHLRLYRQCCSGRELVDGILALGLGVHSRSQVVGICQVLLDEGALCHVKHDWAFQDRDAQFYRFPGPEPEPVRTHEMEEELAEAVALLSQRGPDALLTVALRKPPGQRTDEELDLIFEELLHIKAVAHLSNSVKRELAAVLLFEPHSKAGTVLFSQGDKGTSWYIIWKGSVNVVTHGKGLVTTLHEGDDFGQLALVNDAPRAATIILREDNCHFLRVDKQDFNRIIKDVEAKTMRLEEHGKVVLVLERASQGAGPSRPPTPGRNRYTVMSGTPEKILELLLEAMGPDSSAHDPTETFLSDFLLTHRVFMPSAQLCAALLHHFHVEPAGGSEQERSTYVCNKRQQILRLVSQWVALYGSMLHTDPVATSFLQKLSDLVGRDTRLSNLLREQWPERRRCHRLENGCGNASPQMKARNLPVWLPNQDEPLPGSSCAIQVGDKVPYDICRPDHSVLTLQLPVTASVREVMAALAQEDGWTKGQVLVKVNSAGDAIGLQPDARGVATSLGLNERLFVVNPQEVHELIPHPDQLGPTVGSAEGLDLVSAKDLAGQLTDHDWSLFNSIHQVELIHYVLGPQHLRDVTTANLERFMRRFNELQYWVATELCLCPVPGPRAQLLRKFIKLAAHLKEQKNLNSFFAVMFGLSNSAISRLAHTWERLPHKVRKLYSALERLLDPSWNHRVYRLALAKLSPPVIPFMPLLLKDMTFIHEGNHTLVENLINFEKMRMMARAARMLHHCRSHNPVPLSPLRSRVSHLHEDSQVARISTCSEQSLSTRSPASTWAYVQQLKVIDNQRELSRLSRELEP
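Fluorescent GDP-exchange assay: 100 nM EPAC1 with 250 nM Rap1B preloaded with BODIPY-GDP and 50 uM GDP; compounds tested as concentration series, 5 min at room temperature, then read every 5 min for 30 min (ex 480/em 540 nm); normalized to 6.5 mM cAMP.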
WRN inhibitor: inhibitors of human WRN helicase; Q14191; WRN helicase unwinding, fluorescent forked duplex, kinetic; Potency, µM (top dose mostly 114 µM), for the others: top-dose activity change, negative = inhibition, hits mostly inhibitors; 0.46% of 360,000 active; AID 651768; further: potency means the concentration at half of the fitted maximal effect; on the % scale 0 is the no-effect control and ±100 the full control effect; nearly all actives have a fitted effect of over 55% in size
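Kinetic red-fluorescence monitoring (525/598 nm) tracks WRN helicase activity after 100 nM fluorophore-quencher forked duplex and 2 mM ATP are added to 20 nM enzyme pretreated 15 min at room temperature with compound.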
PI5P4Ka inh: blocks human PI5P4K alpha kinase activity | PI5P4Kalpha enzyme, ADP-Glo luminescence, 60 min; stronger effect = lower value | AID 652105 | P48426 | max response, % | 1.2% of 330,000 active; active means max response of -50% or lower; inconclusive means between -30% and -50%; inactive means -30% or higher; further: value at the top dose of about 77 µM; on the % scale 0 is the no-effect control and ±100 the full control effect
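Controls without substrate or without enzyme flank wells where PI5P4Kalpha converts substrate using 5 microM ATP (final). Incubation lasts 60 minutes at room temperature; ADP formed is read by ADP-Glo luminescence.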
FUS suppressor: FUS proteinopathy suppression in yeast; AID 1347120; Potency, µM (top dose mostly 76.6 µM), inactives show at the top dose growth rescue (activation), most hits filed as activators; 0.24% of 390,000 active; S. cerevisiae FUS-expressing, growth rescue, OD600, 24 h;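 further: potency means the concentration at half of the fitted maximal effect; plate controls were DMSO vehicle for no effect and reference control for full effect; nearly all actives have a fitted effect of over 55% in size; some results filed as inactive show a strong effect at the top dose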
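Toxicity suppression screen in FUS-yeast. Cells induced with 2% galactose, starting OD 0.005, treated 24hr at 30C with compounds at multiple final concentrations; growth by OD600.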
IL-2 act: IL-2 activation. AID 652025. IL-2 activation reporter assay, cell-based qHTS; stimulated with anti-CD3/CD4/CD28 beads; in transgenic mouse T cells. 0.065% of 360,000 active. activation, % (series mostly up to about 46 µM); in the data active means activation above about 50%; inconclusive means mostly about 30% to 49%; further: 0% is about no effect
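Quantitative HTS in unstimulated transgenic mouse T cells, with memory T cells as non-tolerant control and PMA/ionomycin as tolerance-bypass control. Compound pretreatment lasted 60 minutes before 18 h bead stimulation; EGFP/DsRed fluorescence read.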
PLK1 PBD block: PLK1 (human) polo-box domain binding inhibition; Plk1 PBD binding of FITC phosphopeptide, fluorescence polarization; Potency, µM, for the others: max response, negative = inhibition, usual class: inhibitors; 2.8% of 360,000 active; further: potency means the concentration at half of the fitted maximal effect; series mostly up to about 57 µM; on the % scale 0 is the no-effect control and ±100 the full control effect; nearly all actives have a fitted effect of over 65% in size
Abeta yeast res: A-beta toxicity reversal in yeast | yeast expressing A-beta42, growth rescue, OD600, 48 h; response scale: 0% DMSO, 100% iron-clioquinol control | AID 1347071 | Potency, µM (series often up to 46.1 µM), inactives show top-dose growth rescue, hits mostly activators | 0.063% of 410,000 active; further: potency means the concentration at half of the fitted maximal effect; nearly all actives have a fitted effect of over 55% in size
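Growth rescue measured by 600 nm absorbance after 48 h yeast culture at 30 C with compound. Values normalized between DMSO and an equimolar ferric chloride plus clioquinol control.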
EPAC1 antagonist: antagonists of human EPAC1; O95398; EPAC1 GEF assay, Rap1b-BODIPY-GDP exchange fluorescence; Potency, µM (top dose mostly 115 µM), inactives show at the highest dose activity change, negative = inhibition, actives largely listed as inhibitors; 0.14% of 360,000 active; AID 720709;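 further: potency means the concentration at half of the fitted maximal effect; plate controls were vehicle for no effect and positive control for full effect; nearly all actives have a fitted effect of over 50% in size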
* marks the source's active call; other numbers are inactive results; ? = inconclusive; . = not tested or not shown; [ ] = remark or other dose. Unless noted, the call rests on the fitted dose curve; in most records, active means well fitted curve in the direction sought with a large enough effect; inconclusive means small, poorly fitted or top-dose-only effect, or another doubt; inactive means no such curve, though single readings can be large; an effect the other way counts as inactive or inconclusive.

SMILES	PI5P4Ka inh	PLK1 PBD block	EPAC1 antagonist	EPAC1 agonist	IL-2 act	FUS suppressor	WRN inhibitor	Abeta yeast res
Cc1ccc(Nc2nc(CSc3nnc(-c4cccnc4)n3-c3ccccc3F)cs2)cc1	-1	-11%	1%	0%	1.2	49%	-7%	-11%
COc1ccc(CCNC(=O)CCCCCN2C(=O)c3ccccc3C2=O)cc1	1	-9%	0%	-1%	-0.6	27%	8%[57.1 µM]	6%
CC[C@H](C)Cc1cn([C@@H](CCCN=C(N)N)C(=O)NCCCCCCCCCCC(=O)N2CCNCC2)nn1	20	-17%	-7%	-5%	-0.5	5%	-1%	18%
CCC(C)NC(=O)CSc1nnc(-c2ccoc2C)n1CC1CCCO1 (stereo unspecified)	5	-8%	7%	1%	-1.2	5%	-9%	4%
Cc1n[nH]c(=O)c2c(NC(=O)CSc3ccccc3Cl)oc(C)c12	-15	?	-2%	1%	-0.4	.	-8%	3%
O=C(NC1CCSc2ccccc21)c1ccc(Cl)c(S(=O)(=O)N2CCOCC2)c1 (stereo unspecified)	-20	-6%	14%	-6%	-8.7	23%	-25%	17%
CCOC(=O)C(Cc1ccc(Cl)cc1Cl)c1ccno1 (stereo unspecified)	4	3%	-2%	-9%	-1.3	8%	-9%	0%
O=c1c(-c2ccccc2)n[nH]c2ccccc12	-6	-1%	0%	9%	-0.2	-4%	-4%	-33%[inhibitor]
COc1ccccc1Sc1nc(-c2ccccc2)ncc1OC	27	-3%	1%	3%	-1.4	12%	-6%	10%
Cc1ccc(C(=O)O)cc1-n1c(C)cc(C=O)c1C	-2	-9%	-13%	0%	-0.8	10%	-28%	-23%
COc1ccccc1CNC(=O)COC(=O)CSc1ccc(Cl)cc1	2	-9%	-29%	0%	-5.4	14%	-4%	-4%
O=C(CN(Cc1ccccc1)C(=O)CNS(=O)(=O)c1ccccc1)NCC1CCCO1 (stereo unspecified)	6	-14%	-24%	9%	1.0	-16%	2%[57.1 µM]	-11%
O=C(CSc1oc(-c2ccco2)nc1S(=O)(=O)c1ccccc1)NCC1CCCO1 (stereo unspecified)	-20	-22%	4%	1%	-4.9	-12%	-31%	-3%[9.22 µM]
CC(C)CC(=O)Nc1ccc(C(=O)COC(=O)C2=COCCO2)cc1	1	-14%	-9%	3%	-0.1	9%	5%	-14%
Cc1oc2c(CN3CCCCC3C)c(O)ccc2c(=O)c1-c1ccccc1 (stereo unspecified)	0	-11%	-26%	4%	-2.2	-5%	-2%	3%
Cc1ccc(CNC(=O)Nc2ccccc2)n1C	-1	-8%	20%	7%	1.5	?	-2%	1%
CN1CCN(C2CN(Cc3cn(Cc4cccc(Cl)c4)nn3)S(=O)(=O)C2)CC1 (stereo unspecified)	-2	-2%	-3%	2%	0.4	-3%	-7%	-6%
Cc1ccc(Nc2nc(N)[nH]c(=O)c2N=O)cc1	-25	2%	-9%	0%	-0.9	-4%	-11%	0%
CC(=O)N1c2ccc(S(=O)(=O)NCC3CCC(C(=O)N4CCC(C)CC4)CC3)cc2CC1C (stereo unspecified)	4	-5%	-8%	11%	-2.9	22%	2%	1%
O=C(Cc1ccc(F)cc1)OCC(=O)c1cc2ccccc2o1	-2	-11%	-1%	14%	0.1	-11%	-1%	-6%
O=[N+]([O-])c1ccc(-c2cnc(SC(c3ccccc3)c3ccccc3)[nH]2)cc1	7	-16%	-16%	9%	-6.3	17%	-7%	11%
CCN1CCN(c2ccc(NC(=O)c3ccc([N+](=O)[O-])o3)cc2Cl)CC1	2	-20%	-22%	1%	-3.8	33%	1%	-30%
CCC(Sc1nc(-c2ccccc2)c(C#N)c(=O)[nH]1)C(=O)Nc1cc(C)on1 (stereo unspecified)	.	-8%	-12%	1%	0.8	8%	-16%	7%
CC(=O)c1nnn(-c2ccc([N+](=O)[O-])cc2C)c1C	3	24µM*	-15%	6%	3.4	-17%	0%[57.1 µM]	-9%
O=C(CN(C(=O)CNC(=O)c1cccs1)c1cccc(F)c1)NC1CCCCC1	5	-2%	13%	1%	0.9	17%	4%	-2%
Oc1c(Br)cc(Br)cc1C=NCc1ccc(F)cc1	?	?	3%	-4%	-2.8	13%	?	-28%
COc1cccc(C(=O)N2CCN(C(=O)C3CCCO3)CC2)c1 (stereo unspecified)	-1	3%	0%	-3%	-0.2	.	8%	9%
O=C(CSc1nc2ccccc2c(=O)n1-c1ccc(OC(F)F)cc1)NC1CC1	-13	1%	3%	10%	0.6	.	5%	7%
O=C(NC(=S)Nc1nc(-c2ccc(Br)cc2)cs1)c1cccnc1	.	-10%	3%	6%	0.6	-6%	-2%	13%
O=C(CN1C(=O)NC2NC(=O)NC21)N/N=C/c1ccccc1O (stereo unspecified)	1	-3%	8%	1%	1.7	-7%	-3%	1%
COC1OC(CO)C(O)C(O)C1O (stereo unspecified)	0	-5%	-5%	8%	1.2	-19%	0%	-2%
COc1ccc(/C=C/C(=O)c2ccoc2)cc1	7	-12%	1%	2%	-0.8	5%	2%	-12%
CCOC(=O)Cn1c(=O)c2c(nc(Br)n2CC(=O)OCC)n(C)c1=O	3	-6%	-5%	1%	-0.4	-13%	3%	10%
Cc1cccc(N(C)S(=O)(=O)c2ccc3[nH]cc(C(=O)N4CCOCC4)c(=O)c3c2)c1	-4	0%	8%	-13%	0.7	-1%	6%	1%
O=C1CCCN1CC(O)CS(=O)(=O)Cc1ccccc1 (stereo unspecified)	3	3%	5%	14%	-2.4	-37%	-4%	-3%
Cc1ccnc(NC(=O)CCC(=O)N(CC(=O)NC2CCCCC2)c2ccc3c(c2)OCO3)c1	-7	-5%	5%	0%	-0.3	-21%	-4%	-1%
CC(C(=O)Nc1ccccn1)(c1ccccc1)c1ccccc1	-3	8%	2%	3%	-0.1	-18%	0%	7%
CCCCOc1ccc(CNC(=S)N/N=C/c2ccc(OC)c(OC)c2)cc1	-1	-3%	-12%	3%	-1.6	30%	-37%[57.1 µM]	16%
Cc1[nH]c(=O)[nH]c(=O)c1S(=O)(=O)NCCc1ccc(S(N)(=O)=O)cc1	10	-21%	-4%	2%	-2.6	-8%	1%	0%
Cc1nn(-c2ccccc2)c(C)c1/C=C1\C(=O)N(C)C(=S)N1C	2	0%	-1%	8%	-2.1	14%	1%	5%
CC1(C)CC(=O)C2=C(C1)Nc1ccccc1NC2c1cc(Cl)ccc1O (stereo unspecified)	-1	6%	-8%	7%	-0.2	24%	2%	-9%
Cc1ccc(SCc2[nH]nc3c2C2(CCSCC2)C(C#N)=C(N)O3)cc1	.	-2%	0%	?	-1.5	10%	-11%	8%
Cc1cccc(Nc2ccncc2S(=O)(=O)NC(=O)NC(C)C)c1	0	-10%	-10%	-1%	1.2	-16%	-5%	-21%
CCOC(=O)[C@]12CCCC=C1N(Cc1ccco1)C(=O)[C@H](CC(=O)NCCCCc1ccccc1)C2	-1	-8%	-29%	-9%	-0.6	?	-8%	-2%
Cc1cc(C)n(CC(=O)N2c3ccccc3Sc3ccc(C(F)(F)F)cc32)n1	0	0%	?	1%	-0.1	26%	-1%	18%
CC(C)CCOc1ccc(C(=O)C[N+]2(C)CCOCC2)cc1	-1	-23%	-8%	6%	-0.2	-12%	3%	3%
CC(C)c1ccc(C(O)Cc2nc3ccccc3n2C)cc1 (stereo unspecified)	2	-9%	-6%	5%	-1.6	-1%	-3%	21%
Cc1ccc(NC(=O)C(C)Sc2nnc3ccccn23)cc1 (stereo unspecified)	0	-1%	-10%	1%	0.1	-20%	-5%	-18%
COC(=O)c1ccccc1NC(=O)Cc1ccccc1OC	-2	-3%	5%	6%	-3.4	-6%	8%	1%
COc1ccc2c(c1)C(C1C(=O)CCCC1=O)c1ccccc1O2 (stereo unspecified)	0	-1%	0%	-8%	2.7	13%	13%	19%
CCCCC(=O)N1CCN(c2nc3ccc(Cl)cc3s2)CC1	2	-2%	-17%	-15%	-1.4	17%	10%	7%
C#CNC(=O)C1(CC=C)CCNCC1	-1	2%	-11%	2%	0.3	13%	8%	3%
CCCCOc1ccc(C(=O)NCC(=O)N2CCN(C(=O)c3ccco3)CC2)cc1	3	0%	-1%	-8%	1.0	18%	2%	1%

11 structures from above, sorted by length of the SMILES, lowest first:
SMILES	PI5P4Ka inh	PLK1 PBD block	EPAC1 antagonist	EPAC1 agonist	IL-2 act	FUS suppressor	WRN inhibitor	Abeta yeast res
Cc1ccc(CNC(=O)Nc2ccccc2)n1C	-1	-8%	20%	7%	1.5	?	-2%	1%
CCOC(=O)C(Cc1ccc(Cl)cc1Cl)c1ccno1 (stereo unspecified)	4	3%	-2%	-9%	-1.3	8%	-9%	0%
Cc1ccc(NC(=O)C(C)Sc2nnc3ccccn23)cc1 (stereo unspecified)	0	-1%	-10%	1%	0.1	-20%	-5%	-18%
CC(C(=O)Nc1ccccn1)(c1ccccc1)c1ccccc1	-3	8%	2%	3%	-0.1	-18%	0%	7%
COc1ccccc1CNC(=O)COC(=O)CSc1ccc(Cl)cc1	2	-9%	-29%	0%	-5.4	14%	-4%	-4%
CCC(C)NC(=O)CSc1nnc(-c2ccoc2C)n1CC1CCCO1 (stereo unspecified)	5	-8%	7%	1%	-1.2	5%	-9%	4%
Cc1cccc(Nc2ccncc2S(=O)(=O)NC(=O)NC(C)C)c1	0	-10%	-10%	-1%	1.2	-16%	-5%	-21%
Cc1nn(-c2ccccc2)c(C)c1/C=C1\C(=O)N(C)C(=S)N1C	2	0%	-1%	8%	-2.1	14%	1%	5%
Cc1ccc(SCc2[nH]nc3c2C2(CCSCC2)C(C#N)=C(N)O3)cc1	.	-2%	0%	?	-1.5	10%	-11%	8%
O=C(CSc1nc2ccccc2c(=O)n1-c1ccc(OC(F)F)cc1)NC1CC1	-13	1%	3%	10%	0.6	.	5%	7%
O=C(NC1CCSc2ccccc21)c1ccc(Cl)c(S(=O)(=O)N2CCOCC2)c1 (stereo unspecified)	-20	-6%	14%	-6%	-8.7	23%	-25%	17%

Screening results as filed in PubChem BioAssay.
